TR-FRET SRC-2 ct: flags TR-FRET format artefacts in PPARgamma SRC-2 recruitment agonist screen. 0.4% of 200,000 active. TR-FRET ratio at 8 µM. TR-FRET artefact counter-screen; hits give high values. AID 1049; in the data active = TR-FRET ratio above about 2000; note: inactives centre near 1500; reference of the scale not given here
S1P3 antagonist: blocks the human S1P3 receptor | Q99500 | CHO S1P3 NFAT-BLA reporter, FRET fluorescence, antagonist mode | inhibition, % at 4.98 µM | 0.27% of 170,000 active | AID 485;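 active = inhibition above the plate cutoff, the mean inhibition of test wells on that plate plus 3 SD, cut at about 28% in these data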;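 note: cells challenged with S1P at its EC80 of 0.8 µM; blue over green emission ratio from cleaved BLA substrate after 4 h stimulation; 0% = S1P-stimulated wells and 100% = unstimulated DMSO-only wells; some compounds past the cut are filed as inactive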
Redox H2O2 prof: compounds producing H2O2 with reducing agent – biochemical, NIH compound library profiling, artefact control for MLSCN library redox annotation, primary screen; DTT-dependent redox cycling H2O2, phenol red/HRP absorbance; 100% = 100 µM peroxide control, 0% = buffer; activation, % at 10 µM; 0.03% of 200,000 active;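 active = activation of at least 50% relative to the plate's high and low controls in the primary single-dose screen; inactive = activation below 50%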;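 note: compound incubated with DTT at 0.8 mM final as the reducing agent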
PPARg SRC3 recr: promotes SRC-3 coactivator recruitment by human PPARgamma; P37231; 0.26% of 200,000 active; biochemical PPARgamma/SRC-3 coactivator recruitment assay; activation, % at 8 µM; in the data active = activation above about 23%;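 note: 0% = DMSO and 100% = reference agonist; some compounds past the cut are filed as inactive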
Target sequence (P37231 whole entry, looked up): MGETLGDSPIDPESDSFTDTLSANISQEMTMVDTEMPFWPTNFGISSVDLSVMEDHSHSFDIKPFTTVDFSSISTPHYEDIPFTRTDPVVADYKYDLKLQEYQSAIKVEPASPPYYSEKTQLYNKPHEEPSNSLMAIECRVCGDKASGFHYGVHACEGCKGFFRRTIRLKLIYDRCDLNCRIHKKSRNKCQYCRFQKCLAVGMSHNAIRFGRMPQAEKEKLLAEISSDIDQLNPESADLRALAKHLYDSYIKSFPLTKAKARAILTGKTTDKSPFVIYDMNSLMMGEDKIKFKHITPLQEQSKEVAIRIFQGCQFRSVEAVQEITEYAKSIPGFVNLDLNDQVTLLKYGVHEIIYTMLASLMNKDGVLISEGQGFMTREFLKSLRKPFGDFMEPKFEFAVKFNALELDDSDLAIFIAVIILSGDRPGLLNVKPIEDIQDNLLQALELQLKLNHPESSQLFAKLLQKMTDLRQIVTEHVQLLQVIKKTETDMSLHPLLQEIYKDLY
PPARg SRC2 recr: promotes SRC-2 coactivator recruitment by human PPARgamma. AID 1032. 0.34% of 200,000 active. activation, % at 8 µM. PPARgamma LBD-SRC-2 recruitment, biochemical; in the data active = activation above about 22%;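 note: 0% = vehicle and 100% = reference agonist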
PPARg SRC1 recr: PPARgamma-driven SRC-1 recruitment agonism; PPARgamma-SRC-1 coactivator recruitment biochemical assay; activation, % at 8 µM; 0.41% of 200,000 active; AID 631; in the data active = activation above about 19%;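 note: 0% = DMSO and 100% = reference agonist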
ROMK primary: modulators of human ROMK potassium channel; P48048; Tet-inducible ROMK, thallium flux fluorescence; actives lie on both sides; B-score at 10 µM; 2% of 130,000 active; AID 1918;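 active = signal ratio slope over the read window, or its plate-corrected B-score, at least 3 SD from the plate mean, either direction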;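 note: B-score of the F/F0 ratio slope over 7 to 12 s after thallium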
Target sequence (P48048 whole entry, looked up): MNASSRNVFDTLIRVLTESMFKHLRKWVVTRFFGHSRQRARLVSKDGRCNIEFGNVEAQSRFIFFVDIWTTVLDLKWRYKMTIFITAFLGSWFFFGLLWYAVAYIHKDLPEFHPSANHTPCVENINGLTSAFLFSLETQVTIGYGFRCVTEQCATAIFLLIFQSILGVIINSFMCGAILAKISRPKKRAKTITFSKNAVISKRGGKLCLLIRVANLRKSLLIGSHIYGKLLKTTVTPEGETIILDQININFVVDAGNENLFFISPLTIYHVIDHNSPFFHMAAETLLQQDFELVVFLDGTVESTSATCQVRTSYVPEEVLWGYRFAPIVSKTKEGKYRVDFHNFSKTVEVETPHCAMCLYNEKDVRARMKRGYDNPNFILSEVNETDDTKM
bIAP inh: intestinal alkaline phosphatase (bovine) inhibition. 190,000 tested, under 10 active. AID 1019. inhibition, % at 20 µM. purified bovine IAP, CDP-star luminescence, 30 min;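 active = over 50% inhibition of intestinal alkaline phosphatase at 20 µM in the single-dose screen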
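Incubation: 30 min reaction at room temperature / Material: purified bovine intestinal alkaline phosphatase (IAP) enzyme / Input: enzyme at 1/65,000,000 dilution / Dosing: 20 µM single dose / Signal: CDP-star luminescence signal / Reagent: CDP-star chemiluminescent phosphatase substrate, 30 µM final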
HMGR II inh: E. faecalis class II HMG-CoA reductase inhibition | purified E. faecalis HMGR, NADPH absorbance 340 nm kinetic | inhibition, % at 10 µM | 0.41% of 190,000 active | AID 1066;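 active = inhibition above a set limit, the median over all tested compounds plus 3 SD, cut at about 9.5% in these data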;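 note: enzyme runs in reverse so mevalonate oxidation gives rising NADPH absorbance; 0% = complete reaction with DMSO and 100% = background rate lacking mevalonate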
RAM network inh: blocks the yeast RAM network. inhibition, % at 50 µM. 1.8% of 190,000 active. S. cerevisiae dse1pr::URA3 reporter, 5-FOA growth OD615, 2 d; analog-sensitive cbk1-as2 kinase mutant strain;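 active = inhibition above a set limit, 3 SD over mean compound inhibition, cut at about 8.4% in these data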;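 note: 0% = DMSO-only wells with no growth and 100% = 10 µM 1-NA-PP1 full growth; inhibition rescues growth on 5-FOA so higher OD means more RAM inhibition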
Lmaj promast: inhibitors of Leishmania major promastigote growth. Leishmania major promastigotes, resazurin fluorescence viability. 9% of 200,000 active. inhibition, % at 10 µM. AID 1063; in the data active = inhibition above about 50%;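 note: promastigotes grown with compound for 44 hours at 28 °C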
The depositor's hits bear a star; . = not tested or not shown.

entry | smiles | S1P3 antagonist | PPARg SRC1 recr | Lmaj promast | Redox H2O2 prof | PPARg SRC2 recr | HMGR II inh | PPARg SRC3 recr | ROMK primary | bIAP inh | TR-FRET SRC-2 ct | RAM network inh
1 | NC(=O)C1=C[C@@H](c2ccccc2)C[C@@H](OCc2ccc(CO)cc2)O1 | -12 | 2 | 6 | -0.8 | 8 | -3 | 3 | . | -8 | 1633 | 0.6
2 | O=C(N/N=C/c1cccs1)/C(=C/c1ccccc1)NC(=O)c1ccccc1 | 11 | 4 | 7 | -0.6 | 9 | -6 | 6 | -0.24 | -5 | 1420 | 0.1
3 | CC(=O)c1ccc(N(C(=O)Cn2nnc3ccccc32)C(C(=O)NC2CCCCC2)c2cn(C)nc2C)cc1 (stereo not drawn) | . | 3 | -5 | -0.4 | 3 | -11 | 10 | . | 9 | 1531 | 4.2
4 | COc1ccc([N+](=O)[O-])cc1Nc1ncnc2ccccc12 | -7 | -1 | 1 | -0.8 | 1 | -11 | 3 | 0.047 | -8 | 1526 | 0.7
5 | O=c1nc(N2CCOCC2)nc2n1CCO2 | -23 | 2 | -5 | -0.1 | 9 | -3 | 5 | 1.1 | 11 | 1750 | 0.2
6 | N#C/C(=C(/O)COC(=O)c1ccc2c(c1)OCCO2)c1nc2ccccc2[nH]1 | 5 | -1 | -9 | 1.8 | 7 | 2 | 9 | 1.2 | -8 | 1572 | 2.6
7 | Fc1ccc(-n2cc(CNCCc3cccnc3)c(-c3ccccc3Cl)n2)cc1 | -3 | -11 | 57* | -1.5 | -3 | -2 | 2 | -1.8 | -53 | 1478 | 0.9
8 | CCCCCC(=O)Nc1nc(C)c(-c2csc(Nc3cc(Cl)ccc3C)n2)s1 | . | 10 | 48 | -9.4 | 9 | -2 | 7 | 0.091 | 18 | 1643 | 2.3
9 | O=c1[nH][nH]c(-c2ccccc2)c1C=Nc1cccc(Cl)c1 | . | 2 | -1 | 1.8 | 11 | -3 | -3 | . | -1 | 1605 | 3.8
10 | CC(C)NC(=O)C12CC3CC(C1)CC(C(=O)NC(C)C)(C3)C2 | -18 | 4 | 3 | -0.1 | 11 | -1 | 0 | -0.038 | -16 | 1647 | 2.0

Overlap with the part before: 5 entries, followed by the next part.
entry | smiles | S1P3 antagonist | PPARg SRC1 recr | Lmaj promast | Redox H2O2 prof | PPARg SRC2 recr | HMGR II inh | PPARg SRC3 recr | ROMK primary | bIAP inh | TR-FRET SRC-2 ct | RAM network inh
6 | N#C/C(=C(/O)COC(=O)c1ccc2c(c1)OCCO2)c1nc2ccccc2[nH]1 | 5 | -1 | -9 | 1.8 | 7 | 2 | 9 | 1.2 | -8 | 1572 | 2.6
7 | Fc1ccc(-n2cc(CNCCc3cccnc3)c(-c3ccccc3Cl)n2)cc1 | -3 | -11 | 57* | -1.5 | -3 | -2 | 2 | -1.8 | -53 | 1478 | 0.9
8 | CCCCCC(=O)Nc1nc(C)c(-c2csc(Nc3cc(Cl)ccc3C)n2)s1 | . | 10 | 48 | -9.4 | 9 | -2 | 7 | 0.091 | 18 | 1643 | 2.3
9 | O=c1[nH][nH]c(-c2ccccc2)c1C=Nc1cccc(Cl)c1 | . | 2 | -1 | 1.8 | 11 | -3 | -3 | . | -1 | 1605 | 3.8
10 | CC(C)NC(=O)C12CC3CC(C1)CC(C(=O)NC(C)C)(C3)C2 | -18 | 4 | 3 | -0.1 | 11 | -1 | 0 | -0.038 | -16 | 1647 | 2.0
11 | COc1ccc(S(=O)(=O)N2CCn3c2nc2ccccc23)cc1 | 8 | -6 | 13 | 6.4 | -12 | 0 | -11 | . | 9 | 1399 | 0.7
12 | CCOc1ccccc1CNCc1ccc(C(=O)O)cc1 | -12 | 0 | 6 | -0.2 | -12 | -1 | 2 | 0.19 | -16 | 1423 | -0.1
13 | O=C(CSc1nnc2ccccn12)N1CCOCC1 | . | -3 | -6 | 1.4 | 6 | -3 | -3 | 0.51 | 5 | 1312 | 2.1
14 | CCn1ncc([N+](=O)[O-])c1C(=O)Nc1cc(C)on1 | 15 | 5 | 92* | -0.1 | -3 | -6 | 1 | . | 15 | 1514 | -0.5
15 | C#CCSc1nsc(SCC#C)c1C#N | -12 | 17 | 94* | -1.2 | 9 | -7 | 9 | . | 0 | 1669 | 5.4
16 | CC(C)(C)NC(=O)c1cc(NC(=O)c2ccco2)cc(NC(=O)c2ccco2)c1 | 28 | -5 | 4 | 0.1 | -9 | 0 | 1 | . | 6 | 1646 | -1.0
17 | Cc1nc2nc3c(c(=O)n2[nH]1)CCCC3 | . | 10 | -1 | -3.8 | 3 | -3 | 0 | -0.0088 | 4 | 1616 | 0.5
18 | O=c1[nH]c(CN2CCN(c3ccc(F)cc3)CC2)nc2ccccc12 | . | 2 | -7 | -4.7 | 2 | 0 | 4 | . | 3 | 1608 | -0.9
19 | C=C(C)C1Cc2c(C)nn(-c3cccc4ccccc34)c2C1 (stereo not drawn) | . | -1 | 61* | 0.2 | 3 | -2 | -3 | -0.081 | 7 | 1288 | 0.7
20 | CC1CCC2(CC1)NC(CO)(CO)CO2 (stereo not drawn) | . | 1 | -8 | -2.8 | 5 | -3 | -1 | . | -46 | 1441 | 0.2
21 | CC(C)C1CC(c2csc(N)n2)CCO1 (stereo not drawn) | -49 | 10 | 6 | 1.0 | 5 | -1 | 1 | 0.55 | -1 | 1694 | 0.1
22 | O=C(c1ccco1)N1CCN(Cc2ccccc2C(F)(F)F)CC1 | 12 | 5 | 18 | 2.9 | 0 | . | -2 | . | . | 1637 | .
23 | COc1ccc(N(CC(=O)N2CCCCC2)S(=O)(=O)c2c(C)nn(C)c2C)cc1 | -6 | 6 | -7 | -1.1 | -4 | 3 | -6 | . | 0 | 1587 | 0.0
24 | Cn1c(SCC(=O)NCCc2ccccc2)nnc1-c1ccco1 | . | 1 | -4 | 0.8 | 2 | -4 | 6 | . | -3 | 1504 | 0.8
25 | CCCCC[C@H](O)/C=C/[C@@H]1[C@@H](C/C=C\CCCC(=O)OC)[C@@H](O)C[C@H]1O | -11 | 4 | -3 | 0.3 | 5 | -5 | 2 | . | 2 | 1526 | -0.3
26 | COc1cc(Cn2c(C(=O)O)cc3sccc32)cc(OC)c1OC | . | -1 | 5 | -0.4 | -8 | -4 | 1 | . | 5 | 1450 | 1.2
27 | CC1CCN(c2nc3c(c(=O)[nH]c(=O)n3C)n2CC(C)CSc2nnnn2-c2ccccc2)CC1 (stereo not drawn) | 10 | 6 | 98* | -0.5 | 15 | 0 | 4 | -1.7 | -10 | 1747 | 3.3
28 | Cc1cc(C(=O)CCl)c(C)n1CCc1ccc(Cl)cc1 | 4 | 0 | 101* | 0.3 | 1 | 1 | -1 | -1.1 | 9 | 1681 | 13*
29 | COc1ccc(OC)c(NC(=O)C2COc3ccccc3O2)c1 (stereo not drawn) | 22 | -6 | 2 | 11 | 9 | -2 | 3 | . | 15 | 1640 | -0.7
30 | Cc1cc2nccc(-c3ccco3)n2n1 | -12 | 2 | -3 | 0.0 | 9 | -2 | 0 | 0.0094 | 1 | 1488 | 0.0
31 | Cc1c(NC(=O)C(C)OC(=O)c2cc3c4ccccc4n(C)c3s2)c(=O)n(-c2ccccc2)n1C (stereo not drawn) | 8 | 3 | 89* | 1.8 | 5 | -5 | 0 | . | -26 | 1616 | 2.5
32 | Cc1ccc(-c2nnc(Cc3ccc([N+](=O)[O-])cc3)o2)cc1 | -21 | -10 | 26 | -0.6 | -5 | 0 | 0 | -2 | 19 | 1346 | 2.9
33 | CCC(C)[C@H](N)c1cn([C@@H](Cc2cc3ccccc3[nH]2)C(=O)N2CCNCC2)nn1 (stereo partly drawn) | 2 | 6 | -6 | -0.9 | 0 | -1 | 0 | . | 4 | 1582 | 1.2
34 | Cc1cc(C)c(S(=O)(=O)N(C)CC(=O)NC2CCCC2)c(C)c1 | 11 | 5 | -4 | -0.1 | -1 | -6 | 2 | . | 4 | 1362 | -0.1
35 | CCOC(=O)c1cccc(NC(=O)CSc2nnc(COc3ccccc3C)o2)c1 | -26 | 20* | -8 | 2.1 | 5 | 2 | 7 | . | -12 | 1625 | 12*
36 | Cn1c(=O)oc2cc(S(=O)(=O)N3CCN(c4ccccn4)CC3)ccc21 | 16 | -8 | -5 | 2.5 | -1 | -7 | -2 | -0.64 | 17 | 1482 | 1.8
37 | CC(=O)Nc1ccc(S(=O)(=O)Oc2cccc(N3C(=O)C4CC=CCC4C3=O)c2)cc1 (stereo not drawn) | . | -5 | 1 | 0.2 | 6 | -1 | -2 | -1.1 | 6 | 1570 | 1.6
38 | COc1ccc(CN(C)CC(=O)Nc2ccc(Cl)cc2C(F)(F)F)c(OC)c1 | 3 | 8 | 6 | -0.2 | -5 | 2 | -1 | 0.29 | 11 | 1495 | 1.0
39 | CC1CCC2C(C1)Nc1c(C(=O)O)cccc1C2(C)C (stereo not drawn) | -5 | -6 | -5 | -0.6 | -8 | -2 | 0 | 1.8 | -13 | 1537 | 1.5
40 | O=C(Cc1ccc(-n2c(=O)c3ccccc3n(Cc3ccccc3F)c2=O)cc1)NCC1CCCO1 (stereo not drawn) | 5 | -1 | 99* | 0.0 | 3 | 2 | 6 | 0.13 | . | 1443 | 1.9
41 | Cc1cc(C2C(=O)C(C(=O)c3ccc(Cl)cc3)C(=O)CC2(C)C)on1 (stereo not drawn) | 18 | 1 | -2 | 0.6 | 6 | 0 | 5 | 0.55 | 5 | 1494 | -0.7
42 | CC(C)CCCCCCNC(=S)Nc1ccc(S(=O)(=O)N2CCOCC2)cc1 | -2 | -2 | 50 | -0.1 | 0 | -7 | -3 | 0.13 | 6 | 1612 | 0.1
43 | Cc1cc(S(=O)(=O)Nc2c(C(=O)O)[nH]c3ccccc23)ccc1F | 2 | 2 | -5 | -1.1 | 1 | -2 | -3 | -0.15 | -23 | 1637 | 0.0
44 | CCCCCCCCCOC1OC(CO)C(O)C(O)C1NC(C)=O (stereo not drawn) | 11 | -2 | 16 | -0.2 | 7 | -5 | -2 | . | 0 | 1608 | 0.8
45 | CCOC(=O)C1CCN(C(=O)/C(C)=C\c2ccccc2)CC1 | -16 | -3 | -3 | 0.1 | -4 | -3 | 1 | 0.44 | 4 | 1616 | 0.4
46 | CC1(C)NC(=O)N(CCCCOc2cccc(C(F)(F)F)c2)C1=O | -27 | 4 | -10 | -2.4 | 2 | 0 | 6 | . | 2 | 1630 | 0.6
47 | Cc1nc2cc(NC(=O)COc3ccccc3C#N)ccc2n1-c1ccccc1 | . | 2 | 8 | 0.2 | 5 | 1 | 6 | -0.7 | -7 | 1518 | 1.2

Source: PubChem
